Screening results from PubChem.
UBC13 polyUb: UBC13 polyubiquitin chain formation inhibitors, primary screen, biochemical, TR-FRET, uHTS; Ubiquitin-conjugating enzyme E2 N (Homo sapiens), P61088; inhibition, % at 20 µM; 330,000 tested, 0.47% active; AID 485273, 2010; in the data active = inhibition above about 45%, passing the limit was not always enough
SENP8 block-1: SENP8 protease inhibitors, primary screen, biochemical, luminescence | purified SENP8, Z-RLRGG-aminoluciferin cleavage | inhibition, % at 10 µM | AID 2540, 2010 | 330,000 tested, 1.2% active; in the data active = inhibition above about 50%
Apaf1 inhib: inhibitors of human Apaf-1 apoptosome, primary screen, biochemical, DEVD-Rh110 fluorescence, uHTS; 330,000 tested, 0.71% active; inhibition, % at 20 µM; Apoptotic protease-activating factor 1 (Homo sapiens), O14727; AID 489030, 2010; reconstituted apoptosome caspase-3 activity; active = inhibition of at least 40% at 20 µM;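 also: plate controls were DMSO wells for no effect and DEVD-CHO caspase inhibitor wells for full effect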
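Assay system: Apoptosome proteins | Medium: pH 7.5 Hepes buffer with CHAPS, BSA, DTT | Also added: Cytochrome c and DEVD-Rh110 substrate | Times: 30 min plus 50 min, RT | Detection: Rhodamine 110 fluorescence at Ex 480/Em 540 nm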
APOBEC3G inh: APOBEC3G DNA deaminase inhibitors, primary screen, biochemical, fluorescence, single-stranded DNA substrate, uHTS; DNA dC->dU-editing enzyme APOBEC-3G (Homo sapiens), Q9HC16; recombinant A3G, ssDNA deamination FAM/TAMRA fluorescence; inhibition, % at 20 µM; 330,000 tested, 0.28% active; AID 493012, 2011;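 active = inhibition of at least 40% at 20 µM, with no more than 30% in the related APOBEC3A deaminase screen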;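 also: plate controls were DMSO wells with A3G for no effect and wells lacking A3G enzyme for full effect; some compounds called inactive have numbers as strong as hits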
SENP7 inh: SENP7 protease inhibitors, primary screen, biochemical, luminescence, uHTS. Sentrin-specific protease 7 (Homo sapiens), Q9BQF6. recombinant SENP7, Z-RLRGG-aminoluciferin luminescence, 40 min. inhibition, % at 5 µM. 330,000 tested, 1.5% active;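 active = inhibition above about 50% at the single test dose, limit read from the data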;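 also: plate controls were DMSO with enzyme for no effect and no enzyme buffer wells for full effect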
Target sequence (Q9BQF6 706-1050 limits assumed): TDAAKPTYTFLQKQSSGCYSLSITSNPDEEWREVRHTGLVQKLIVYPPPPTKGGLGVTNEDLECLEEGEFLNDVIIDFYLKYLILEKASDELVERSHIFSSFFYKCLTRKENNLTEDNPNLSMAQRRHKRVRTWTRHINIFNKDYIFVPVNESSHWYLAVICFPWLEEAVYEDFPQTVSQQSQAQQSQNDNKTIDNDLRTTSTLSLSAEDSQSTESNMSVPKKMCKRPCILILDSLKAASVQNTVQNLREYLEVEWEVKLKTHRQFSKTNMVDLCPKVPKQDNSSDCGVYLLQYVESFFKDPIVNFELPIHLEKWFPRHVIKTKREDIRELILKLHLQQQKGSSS
SENP1 FRET inh: human SENP1 catalytic domain inhibitors, primary screen, biochemical, FRET, uHTS | Sentrin-specific protease 1 (Homo sapiens), Q9P0U3 | recombinant SENP1 catalytic domain, CyPet-SUMO1-YPet FRET cleavage | inhibition, % at 10 µM | 360,000 tested, 0.21% active;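 active = inhibition at least 30% at 10 µM, raw YFP signal under a set limit, fluorescence ratio 0.5 to 1.5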;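 also: 0% = enzyme with DMSO and 100% = no enzyme wells; some results filed as inactive read as strong as hits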
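Material – human SENP1 catalytic domain · Input – SENP1 enzyme, 20 pM final · Compound dosing – single concentration of 10 µM compound, 0.5% DMSO final · Timing – enzyme reaction for 50 min at room temperature, dark · Measured by – FRET fluorescence in CFP and YFP emission channels · Control set – no-enzyme wells low, DMSO-plus-enzyme wells high control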
SENP6 inh: SENP6 protease inhibitors, primary screen, biochemical, luminescence, uHTS. 330,000 tested, 1.8% active. Recombinant SENP6 catalytic domain, aminoluciferin luminescence. inhibition, % at 10 µM. AID 2599, 2010. Sentrin-specific protease 6 (Homo sapiens), Q9GZR1;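 active = inhibition above about 50% at the single tested dose, limit read from the data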;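 also: plate controls were DMSO wells with enzyme for no effect and DMSO wells lacking enzyme for full effect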
Target sequence (Q9GZR1 628-1112 limits assumed): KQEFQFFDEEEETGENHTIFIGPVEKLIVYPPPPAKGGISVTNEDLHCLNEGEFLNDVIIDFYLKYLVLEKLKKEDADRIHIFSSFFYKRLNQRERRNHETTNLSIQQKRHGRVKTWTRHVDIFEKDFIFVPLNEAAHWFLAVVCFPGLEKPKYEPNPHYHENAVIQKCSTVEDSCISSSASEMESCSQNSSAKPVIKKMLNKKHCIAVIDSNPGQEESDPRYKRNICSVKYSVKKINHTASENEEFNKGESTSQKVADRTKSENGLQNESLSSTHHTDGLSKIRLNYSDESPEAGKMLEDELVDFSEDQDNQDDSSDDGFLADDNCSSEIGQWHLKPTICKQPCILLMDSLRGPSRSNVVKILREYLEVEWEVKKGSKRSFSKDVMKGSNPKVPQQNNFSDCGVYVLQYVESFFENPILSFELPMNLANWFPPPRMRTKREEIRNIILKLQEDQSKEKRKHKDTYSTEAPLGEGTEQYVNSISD
SENP8 block-2: human SENP8 protease inhibitors, primary screen, biochemical, fluorescence, Nedd8 protein substrate, uHTS; recombinant SENP8; AID 602440, 2012; Sentrin-specific protease 8 (Homo sapiens), Q96LD8; 360,000 tested, 0.64% active; inhibition, % at 20 µM; in the data active = inhibition mostly above about 40%, no sharp cut-off; inactive = mostly below about 27%
The depositor's hits bear a star.

Screens by letter – A = UBC13 polyUb; B = SENP8 block-1; C = Apaf1 inhib; D = APOBEC3G inh; E = SENP7 inh; F = SENP1 FRET inh; G = SENP6 inh; H = SENP8 block-2
> c1ccc(-c2nc(NCc3cccnc3)c3ccccc3n2)cc1
  A: 10	B: 0	C: 0	D: 0	E: -1	F: -1	G: 11	H: -6
> CCC(=O)C1=C(N2CCCC2)CC(C)(C)CC1=O
  A: -5	B: -9	C: 3	D: -2	E: -13	F: 1	G: -12	H: 14
> O=S(=O)(Cc1ccccc1)N1CCCC(c2nc(-c3ccc(F)cc3)no2)C1 (stereo unspecified)
  A: -13	B: 1	C: 20	D: 0	E: 6	F: -1	G: 8	H: 15
> CCOc1ccc(C(=O)NCCN(C)C)cc1
  A: -3	B: -9	C: -3	D: -3	E: -2	F: 2	G: 14	H: 16
> O=C(N/N=C/c1ccc([N+](=O)[O-])cc1)c1cc(C2CC2)nc2ccccc12
  A: -12	B: -3	C: 8	D: -3	E: 7	F: 0	G: -8	H: 8
> CCOCCn1c(N2CCN(c3ccc(OC)cc3)CC2)nc2c1c(=O)[nH]c(=O)n2C
  A: 6	B: 3	C: 1	D: -5	E: -1	F: -1	G: -10	H: 22
> Nc1n[nH]c(-c2ccccc2)c1-c1ccccc1
  A: 3	B: -3	C: -21	D: -5	E: 0	F: 1	G: -15	H: 5
> Cc1occc(=O)c1OCc1ccccc1
  A: 8	B: -6	C: -1	D: -6	E: 4	F: 2	G: 6	H: 6
> Cc1ccc(C(=O)NCC(=O)NCC(=O)OCc2ccc(Cl)cc2)cc1
  A: -9	B: -12	C: 1	D: -5	E: -2	F: 2	G: 2	H: 14
> CC(=O)N/C(=C\c1ccccc1)C(=O)NCc1ccc2c(c1)OCO2
  A: -2	B: 0	C: 3	D: 2	E: 12	F: 1	G: 4	H: 10
> COC(=O)c1ccccc1S(=O)(=O)NNC(=O)C12CC3CC(CC(C3)C1)C2
  A: 7	B: -4	C: 1	D: -7	E: 7	F: 2	G: -11	H: 18
> CS(=O)(=O)Cc1cccc(C(=O)NN(c2ccccc2)c2ccccc2)c1
  A: -4	B: 8	C: 4	D: -6	E: 8	F: 1	G: 9	H: 9
> CCCC(C)CO (stereo unspecified)
  A: 6	B: 6	C: -5	D: -11	E: 2	F: 2	G: -6	H: 7
> NC(=O)c1ccc(-c2nnc(Nc3ccc(S(N)(=O)=O)cc3)c3ccccc23)cc1
  A: 1	B: 0	C: 4	D: -5	E: 2	F: 1	G: -20	H: -170
> COc1ccc(-c2nc3c(Br)c(N)c(Br)cc3o2)cc1
  A: 13	B: 4	C: -5	D: -8	E: 80*	F: -3	G: 4	H: -56
> Cc1ccc(S(=O)(=O)N2C(=O)CCC2C(=O)Nc2ccc3c(c2)OCCO3)cc1 (stereo unspecified)
  A: 3	B: -8	C: -3	D: -4	E: 5	F: 0	G: -18	H: -5
> Oc1cc(O)cc(-c2cc3ccc(O)cc3o2)c1
  A: 16	B: 53*	C: -20	D: -10	E: 25	F: -1	G: 48	H: -255
> COC(=O)Nc1nnc(/C=C/c2ccccc2)s1
  A: 16	B: -7	C: 7	D: -6	E: -5	F: -18	G: -4	H: -386
> CCOc1ccc(Cc2n[nH]c(=S)n2N)cc1
  A: -6	B: -11	C: 11	D: 29	E: -15	F: 0	G: -33	H: 12
> CCN1C(=O)[C@@H]2[C@@H](c3ccc(-c4ccc(OC)cc4)c(OC)c3)N3CCC[C@@]3(C(=O)OC)[C@@H]2C1=O
  A: 0	B: 2	C: 3	D: -4	E: -10	F: -3	G: -2	H: -94
> Nc1[nH]n(-c2ccccc2)c(=O)c1N=Nc1ccc2ncsc2c1
  A: -108	B: -1	C: 14	D: -2	E: -6	F: 5	G: 11	H: 56*
> Cc1ccc(S(=O)(=O)N(CC(O)CN2C(=O)NC(C)(C)C2=O)c2ccccc2)cc1 (stereo unspecified)
  A: 5	B: -1	C: -4	D: -3	E: 4	F: -2	G: -5	H: 14
> Cc1cccc(NC(=O)C2CCN(S(=O)(=O)c3ccc4c(c3)NC(=O)CO4)CC2)c1C
  A: -8	B: 0	C: 8	D: -2	E: 2	F: 0	G: 5	H: 8
> Cc1ccc(SCC(=O)NCc2ccc(F)cc2)cc1
  A: 15	B: -3	C: -19	D: -14	E: -8	F: 2	G: 0	H: 10
> N/C(=N\OC(=O)Cc1ccccc1[N+](=O)[O-])c1ccncc1
  A: -3	B: 0	C: 2	D: -10	E: 4	F: 3	G: 10	H: 17
> CCCCSc1nc2[nH]ncc2c(=O)[nH]1
  A: 12	B: -1	C: 4	D: 1	E: -4	F: 3	G: 0	H: 4
> Cc1ccc(Nc2nc(CSc3n[nH]c(N)n3)cs2)cc1
  A: 5	B: -10	C: -16	D: -7	E: -8	F: 0	G: -25	H: 17
> CN(C)S(=O)(=O)N1CCC(Oc2ccc(C(=O)NC3CCOC(C)(C)C3)cc2)CC1 (stereo unspecified)
  A: 2	B: -4	C: -1	D: -5	E: 4	F: -1	G: 5	H: 14
> COc1ccccc1C1=NN(C(=O)c2ccccc2)C(c2ccc(Br)cc2)C1 (stereo unspecified)
  A: 6	B: 1	C: 22	D: -7	E: 4	F: 3	G: 3	H: 14
> O=C(Cc1c[nH]c2ccccc12)N/N=C/c1cccc(F)c1
  A: 12	B: -7	C: -6	D: -3	E: -3	F: 2	G: -11	H: 0
> CN1CCCN(C(=O)c2cccc(Cl)c2)CC1
  A: 6	B: 3	C: -6	D: -6	E: 5	F: -1	G: 8	H: 21
> CCCC(=O)Nc1ccc(S(=O)(=O)N2CCC(c3nc4ccccc4[nH]3)CC2)cc1
  A: -3	B: 10	C: 0	D: -3	E: -2	F: 3	G: 5	H: -3
> Cc1cccc(C)c1OCc1cc(C(=O)N2CCCCCCC2)no1
  A: -10	B: -8	C: 14	D: 3	E: 5	F: 2	G: 1	H: 6
> Cc1cccc(NC(=O)Nc2ccncc2)c1
  A: -6	B: -8	C: -2	D: -5	E: 14	F: 2	G: 21	H: 22
> O=C(CN1CCN(S(=O)(=O)c2cccc(Cl)c2)CC1)N1CCCCC1
  A: -21	B: -7	C: -4	D: -8	E: -11	F: 2	G: -13	H: 9
> Fc1ccccc1N1CCN(c2ncnc3nc[nH]c23)CC1
  A: 21	B: 5	C: -16	D: -3	E: 6	F: 0	G: 0	H: 13
> O=C(CSc1nccc(=O)[nH]1)Nc1cc(C(F)(F)F)ccc1N1CCOCC1
  A: -5	B: -10	C: 8	D: -1	E: 2	F: 0	G: 0	H: 8
> O=C1CSc2ccc(S(=O)(=O)N3CCN(c4ccccc4)CC3)cc2N1
  A: -13	B: -6	C: 19	D: 6	E: -8	F: 3	G: 1	H: 6
> CN(Cc1ccccc1)C(=O)c1ccc(NC(=O)Cc2cccc(NC(=O)C3CCCN(C(=O)CCc4ccccc4)C3)c2)cc1 (stereo unspecified)
  A: 3	B: 5	C: 17	D: -4	E: 4	F: -1	G: 5	H: 19
> c1cc(-n2cnnn2)ccc1NC1=NCCC1
  A: -6	B: -6	C: 5	D: -4	E: -18	F: 0	G: -23	H: 9
> COc1ccc(C(=O)C2CCCN(Cc3ccc4c(c3)OCCO4)C2)cc1F (stereo unspecified)
  A: 7	B: 0	C: 2	D: -5	E: 4	F: 3	G: 3	H: 16
> NC(=O)[C@@H]1CCCN1C(=O)c1cc(COc2ccc(F)cc2F)on1
  A: 5	B: -8	C: -5	D: -5	E: 2	F: 0	G: 18	H: -2
> COc1ccc(/C=N/Nc2cc(C)nc(N3CCOCC3)n2)cc1
  A: 0	B: -2	C: -9	D: -7	E: -4	F: -1	G: -33	H: 0
> Nc1nc(C2C(=O)CCCC2=O)cs1
  A: 11	B: -1	C: -13	D: -9	E: -5	F: -6	G: -7	H: 17
> COc1ccc(S(=O)(=O)Nc2ccc(S(=O)(=O)Nc3nc(C)cc(C)n3)cc2)cc1OC
  A: -5	B: -6	C: -8	D: -5	E: -6	F: 2	G: -13	H: 9
> CCCCNC(=O)N1CCC(CCC(=O)N(C)Cc2ccccc2)CC1
  A: -3	B: -2	C: -14	D: -4	E: 11	F: 0	G: 5	H: 23
> COc1ccc2c(=O)c(N3C(=O)c4ccccc4C3=O)c(C)oc2c1
  A: 2	B: -3	C: -12	D: -8	E: 9	F: -1	G: -25	H: 18
> COc1cccc(NC(=O)[C@@H]2CCC(=O)N2C2OC(=O)c3ccccc32)c1 (stereo partly specified)
  A: 7	B: 8	C: 0	D: 2	E: -6	F: 2	G: -4	H: 14
> Cc1cccc(S(=O)(=O)NCCc2cn3ccccc3n2)c1
  A: -8	B: 1	C: -2	D: -6	E: -4	F: 0	G: 7	H: -12
> CCCOc1ccc(/C=C/C(=O)NC2CCCCC2)cc1
  A: -6	B: -7	C: -8	D: -7	E: 3	F: 1	G: 15	H: 14
> COC(=O)C1=C(C)NC2=C(C(=O)CCC2)C1c1coc2ccccc2c1=O (stereo unspecified)
  A: -7	B: -7	C: 5	D: -6	E: -7	F: -1	G: 11	H: -46
> CCC(=O)Oc1ccc2ccccc2c1CNC(=O)c1ccccc1
  A: -15	B: -10	C: -8	D: -7	E: 3	F: 3	G: -17	H: 8
> COCC1CCCCN1C(=O)c1cccc(OC2CCN(C(=O)C3CC3)CC2)c1 (stereo unspecified)
  A: 5	B: 0	C: 6	D: 13	E: 6	F: -14	G: -6	H: 14
